High-throughput results (PubChem)
V-ATPase pH – yeast V-ATPase proton transport regulation by pHLuorin | S. cerevisiae, pHLuorin cytosolic pH fluorescence | response, % at 10 µM | 0.37% of 350,000 active | AID 504577; in the data active = response mostly above about 7.3%, no sharp cut-off; inactive = mostly below about 5.4%; also: actives read high; inactives centre near 0; some compounds called inactive have numbers as strong as hits; reference of the scale not given here
dFosB activator – activators of mouse delta FosB homodimer | P13346 | purified delta FosB, TAMRA-CDK5 oligo fluorescence polarization; percent of positive-control signal above neutral wells | activation, % at 25 µM | 0.99% of 340,000 active | AID 493131;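 active = mean activation above about 17%, with every replicate also reaching it, limit read from the data, passing the limit was not always enough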;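 also: fluorescence polarization rise as delta FosB binds a TAMRA Cdk5 AP-1 oligo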
NSD2 HMT inh – NSD2 (human) methyltransferase inhibition | inhibition, % at 12.5 µM | AID 743445 | O96028 | NSD2 peptide methylation, AlphaScreen, 120 min | 0.54% of 310,000 active; in the data active = inhibition above about 50%
HTR5A inv ag – inverse agonist of human HTR5A in OPRM1-OPRD1 counter-screen; inhibition, % at 9.3 µM; HTR5A cell line, luminescence, inverse agonism; 0.083% of 340,000 active; P47898; in the data active = inhibition mostly above about 23%, no sharp cut-off; inactive = mostly below about 18%;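 also: 0% = cells with DMSO and 100% = no-cell wells with DMSO; some compounds called inactive have numbers as strong as hits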
HTR5A ag ctr – HTR5A agonism, opioid heterodimer counter-screen | HTR5A agonist assay, luminescence, cell-based | activation, % at 9.3 µM | 0.61% of 340,000 active | P47898 | AID 504692; in the data active = activation mostly above about 9.5%, no sharp cut-off; inactive = mostly below about 7.6%;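 also: 0% = cells with vehicle only and 100% = reference agonist; strong numbers were not always called active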
PvdQ inh – P. aeruginosa PvdQ acylase inhibition; purified PvdQ acylase, fluorescence plate reader; inhibition, % at 10 µM; 0.063% of 340,000 active; in the data active = inhibition above about 30%, passing the limit was not always enough;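 also: 0% = vehicle neutral wells and 100% = reference inhibitor wells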
MITF act – increases MITF-driven TRPM1 promoter luciferase signal. SK-MEL-5 TRPM1-promoter luciferase, 24 h; % of positive control, neutral wells = 0. activation, % at 12.5 µM. 0.75% of 300,000 active. AID 588334;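 active = mean activation of at least 80% with every replicate also reaching 80%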;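 also: 0% = neutral control wells and 100% = parthenolide positive control wells; values of inactives mirror those of a sister screen read the other way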
CDK5 p35 inh – blocks human CDK5/p35 kinase activity | inhibition, % at 10 µM | 0.01% of 330,000 active | Q00535+Q15078 | AID 488839 | Recombinant CDK5/p35, ADP-Glo luminescence, 60 min;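 active = highest replicate inhibition of at least 50% and at least 75% of replicates reaching 50%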;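 also: plate controls were DMSO neutral control for no effect and GW8510 at 10 µM for full effect; many of its hits are not listed in these tables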
Target sequence (Q00535 whole entry, looked up): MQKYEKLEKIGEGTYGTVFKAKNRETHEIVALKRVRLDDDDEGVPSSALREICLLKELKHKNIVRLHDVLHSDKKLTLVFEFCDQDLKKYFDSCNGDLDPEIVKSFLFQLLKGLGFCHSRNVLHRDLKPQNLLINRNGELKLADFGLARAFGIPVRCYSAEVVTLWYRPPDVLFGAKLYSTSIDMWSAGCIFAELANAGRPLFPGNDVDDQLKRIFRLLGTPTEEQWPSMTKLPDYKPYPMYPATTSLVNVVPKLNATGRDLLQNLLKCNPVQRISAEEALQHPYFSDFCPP
Target sequence (Q15078 whole entry, looked up): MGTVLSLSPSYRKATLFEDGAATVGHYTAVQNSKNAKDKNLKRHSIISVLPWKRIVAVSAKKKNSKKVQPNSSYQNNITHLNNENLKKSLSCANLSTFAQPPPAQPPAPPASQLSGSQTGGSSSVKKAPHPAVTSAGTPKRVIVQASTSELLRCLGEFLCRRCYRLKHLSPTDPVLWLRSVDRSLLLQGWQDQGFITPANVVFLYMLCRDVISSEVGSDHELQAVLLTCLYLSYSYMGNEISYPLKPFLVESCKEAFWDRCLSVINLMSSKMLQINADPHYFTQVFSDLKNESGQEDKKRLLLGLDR
Wnt bcat act – activators of Wnt/beta-catenin signaling | Wnt/beta-catenin reporter cell assay, activator, plate reader | 1.2% of 300,000 active | activation, % at 9.35 µM; in the data active = activation above about 30%, passing the limit was not always enough;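 also: 0% = neutral control wells and 100% = positive control wells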
SR-BI HDL uptake – inhibitors of mouse SR-BI mediated HDL lipid uptake; 0.96% of 320,000 active; ldlA[mSR-BI] CHO cells, DiI-HDL uptake fluorescence, 3 h; Q61009; inhibition, % at 12.5 µM;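 active = mean replicate inhibition of at least 70% and a set share of replicates each scoring 70 or more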;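 also: 0% = median of neutral control wells and 100% = median of positive control wells; values of inactives mirror those of a sister screen read the other way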
Starred values were filed as active, the others as inactive; nt = no result given.

Letters: A = V-ATPase pH; B = dFosB activator; C = NSD2 HMT inh; D = HTR5A inv ag; E = HTR5A ag ctr; F = PvdQ inh; G = MITF act; H = CDK5 p35 inh; I = Wnt bcat act; J = SR-BI HDL uptake
1) CN1CC(c2ccccn2)C2(SC(=S)N(Cc3ccccc3)C2=O)C12C(=O)Nc1ccccc12 (centres undefined)
  A: -2.2 | B: -6.9 | C: -2.7 | D: -5.0 | E: -3.3 | F: -6.6 | G: -3.6 | H: -3.3 | I: nt | J: -28.5
2) COc1ccc(-n2c(SCC(=O)NCc3cccs3)nc3[nH]ncc3c2=O)cc1
  A: -0.4 | B: -15.8 | C: -2.1 | D: 15.8 | E: -1.4 | F: -8.7 | G: 2.9 | H: -2.2 | I: -1.7 | J: -24.8
3) CCCOc1ccc(C(=O)NCC2OCCc3ccccc32)cc1OC (centres undefined)
  A: 1.6 | B: -1.2 | C: -1.8 | D: -6.3 | E: 2.4 | F: -11.8 | G: -3.3 | H: -5.3 | I: nt | J: 65.0
4) CN(Cc1ccc(OC(F)F)cc1)Cc1nc2c(Br)cc(Br)cc2c(=O)[nH]1
  A: 2.0 | B: -9.8 | C: 4.6 | D: -19.0 | E: 2.2 | F: -11.4 | G: -6.9 | H: 2.5 | I: -1.8 | J: -12.2
5) CCCCCN(C(=O)CN1CCC(Cc2ccccc2)CC1)c1c(N)n(CCCC)c(=O)[nH]c1=O
  A: -0.3 | B: -7.4 | C: -2.1 | D: 25.3 | E: 4.4 | F: 1.6 | G: 16.2 | H: 1.1 | I: -1.6 | J: 30.7
6) Cc1cc(Cl)ccc1C(=O)C1CCCN(C(=O)CCn2cnnn2)C1 (centres undefined)
  A: -0.2 | B: -0.9 | C: -1.2 | D: 8.9 | E: -3.5 | F: -20.9 | G: 4.9 | H: 1.1 | I: -0.3 | J: -5.1
7) CCOc1ccc(S(=O)(=O)Nc2ccc(C(=O)NCC3(N4CCCCC4)CCCCC3)cc2)cc1
  A: -1.4 | B: -5.6 | C: -0.5 | D: -19.0 | E: 6.9 | F: -13.4 | G: 14.6 | H: -3.0 | I: -3.9 | J: -8.5
8) COc1ccc(C2(C(=O)NC3CCCCC3)CCOCC2)cc1OC
  A: 3.6 | B: -0.9 | C: -4.0 | D: 19.4 | E: -1.2 | F: -3.7 | G: 5.1 | H: 0.8 | I: -1.1 | J: -2.4
9) CCN(c1ccccc1)S(=O)(=O)c1ccc2[nH]cc(C(=O)NCCOC)c(=O)c2c1
  A: -0.7 | B: -3.9 | C: nt | D: -22.0 | E: 8.0 | F: -4.8 | G: -3.3 | H: 1.5 | I: 6.0 | J: -16.5
10) COc1cc(/C=N/NC(=O)CN2CCOCC2)ccc1OCc1ccccc1
  A: -3.6 | B: 1.4 | C: 0.6 | D: 10.6 | E: -1.6 | F: 7.9 | G: 29.9 | H: 1.8 | I: -2.6 | J: -21.0
11) CC(C)NC(=S)NC(c1ccccc1)(c1ccccc1)c1ccccc1
  A: 1.3 | B: -8.7 | C: -2.7 | D: 26.5 | E: -7.0 | F: 24.9 | G: nt | H: -1.1 | I: -0.9 | J: -18.8
12) O=C(c1cccc(S(=O)(=O)N2CCCC2)c1)N(Cc1ccco1)C1CCS(=O)(=O)C1 (centres undefined)
  A: 1.7 | B: 7.7 | C: 2.7 | D: 1.2 | E: 3.6 | F: -13.3 | G: 2.4 | H: -0.3 | I: 19.2 | J: -4.1
13) COc1cc(/C=N/NS(=O)(=O)c2ccc(C)cc2)ccc1OCc1cccc(C(=O)O)c1
  A: 11.3 | B: -4.6 | C: -7.9 | D: -11.5 | E: 4.5 | F: -6.4 | G: -79.2 | H: 0.4 | I: -0.8 | J: 6.6
14) O=C(NC1CCCCC1)C(c1ccco1)N(C(=O)C(F)(F)F)C1CC1 (centres undefined)
  A: 7.0 | B: -12.0 | C: -0.9 | D: 5.3 | E: -2.0 | F: -22.8 | G: 3.8 | H: -1.4 | I: -2.9 | J: -7.0
15) O=C1NC2=C(C(=O)CCC2)C(c2ccccc2)N1 (centres undefined)
  A: 2.6 | B: -1.2 | C: 7.0 | D: -6.0 | E: 4.3 | F: -12.6 | G: -9.9 | H: 0.5 | I: -1.3 | J: -6.9

Next structures follow:
Below each compound – V-ATPase pH, dFosB activator, NSD2 HMT inh, HTR5A inv ag, HTR5A ag ctr, PvdQ inh, MITF act, CDK5 p35 inh, Wnt bcat act, SR-BI HDL uptake
(16) CCCCC(CC)C(=O)Nc1cc(C(=O)NCc2ccc(C)cc2)ccc1N1CCC2(CC1)CC(c1cccc(Br)c1)=NO2 (centres undefined)
→ -0.8, 1.6, nt, -10.2, 3.5, -14.3, -13.0, -2.4, 5.7, 29.8
(17) O=C(O)C1CCN(c2ccc(S(=O)(=O)N3CCCCC3)cc2[N+](=O)[O-])CC1
→ -9.5, -3.6, 7.1, 0.8, 1.9, -1.2, 0.0, -1.9, -1.8, -11.9
(18) CN(Cc1ccccc1)CC(O)CN(C)Cc1ccccc1
→ -0.3, 2.1, 0.7, -13.9, 3.5, 2.0, 14.2, 2.3, -2.7, -9.3
(19) O=C(Cn1c(-c2ccccc2)c[n+]2ccsc12)c1ccccc1
→ 1.1, 0.1, -2.2, 27.7, 2.0, 2.8, -14.2, -0.7, -0.2, -9.2
(20) Nc1ccc(C=C2C=Cc3ccccc32)cc1
→ -4.2, -3.9, 1.5, 1.0, -0.2, 22.2, 23.0, -1.2, 9.5, 35.1
(21) O=C(CN1C(=O)NC2(CCCC2)C1=O)NC(c1ccccc1)c1ccccc1
→ 3.8, -2.5, 0.9, -13.8, 3.9, -3.3, -19.6, 0.2, 13.1, -9.9
(22) CN(C)C1(CNC(=O)C2CCC(=O)N(Cc3ccc(Cl)cc3)C2)CCCCC1 (centres undefined)
→ -0.1, -5.5, -0.1, 9.3, -2.5, 5.3, -1.9, -0.4, 0.8, -40.9
(23) CC1=C(C(=O)OCc2ccccc2)C(c2cccc([N+](=O)[O-])c2)NC(=O)N1C (centres undefined)
→ -0.1, 0.2, -2.8, 7.8, -2.3, -6.4, nt, -2.7, -0.1, 19.3
(24) Cn1c(=O)oc2cc(S(=O)(=O)NCCC(=O)Nc3ccc4c(c3)OCCO4)ccc21
→ -2.0, -6.0, 1.9, -5.9, -2.9, 2.1, -5.8, 0.0, nt, -49.9

A second format for 5 compounds above.
| entry | molecule | V-ATPase pH | dFosB activator | NSD2 HMT inh | HTR5A inv ag | HTR5A ag ctr | PvdQ inh | MITF act | CDK5 p35 inh | Wnt bcat act | SR-BI HDL uptake |
| --- | --- | --- | --- | --- | --- | --- | --- | --- | --- | --- | --- |
| 19 | O=C(Cn1c(-c2ccccc2)c[n+]2ccsc12)c1ccccc1 | 1.1 | 0.1 | -2.2 | 27.7 | 2.0 | 2.8 | -14.2 | -0.7 | -0.2 | -9.2 |
| 20 | Nc1ccc(C=C2C=Cc3ccccc32)cc1 | -4.2 | -3.9 | 1.5 | 1.0 | -0.2 | 22.2 | 23.0 | -1.2 | 9.5 | 35.1 |
| 21 | O=C(CN1C(=O)NC2(CCCC2)C1=O)NC(c1ccccc1)c1ccccc1 | 3.8 | -2.5 | 0.9 | -13.8 | 3.9 | -3.3 | -19.6 | 0.2 | 13.1 | -9.9 |
| 16 | CCCCC(CC)C(=O)Nc1cc(C(=O)NCc2ccc(C)cc2)ccc1N1CCC2(CC1)CC(c1cccc(Br)c1)=NO2 (centres undefined) | -0.8 | 1.6 | nt | -10.2 | 3.5 | -14.3 | -13.0 | -2.4 | 5.7 | 29.8 |
| 24 | Cn1c(=O)oc2cc(S(=O)(=O)NCCC(=O)Nc3ccc4c(c3)OCCO4)ccc21 | -2.0 | -6.0 | 1.9 | -5.9 | -2.9 | 2.1 | -5.8 | 0.0 | nt | -49.9 |

3 entries from above in another layout:
20. Nc1ccc(C=C2C=Cc3ccccc32)cc1
21. O=C(CN1C(=O)NC2(CCCC2)C1=O)NC(c1ccccc1)c1ccccc1
22. CN(C)C1(CNC(=O)C2CCC(=O)N(Cc3ccc(Cl)cc3)C2)CCCCC1 (centres undefined)

Assay by compound,20,21,22
V-ATPase pH,-4.2,3.8,-0.1
dFosB activator,-3.9,-2.5,-5.5
NSD2 HMT inh,1.5,0.9,-0.1
HTR5A inv ag,1.0,-13.8,9.3
HTR5A ag ctr,-0.2,3.9,-2.5
PvdQ inh,22.2,-3.3,5.3
MITF act,23.0,-19.6,-1.9
CDK5 p35 inh,-1.2,0.2,-0.4
Wnt bcat act,9.5,13.1,0.8
SR-BI HDL uptake,35.1,-9.9,-40.9
